ERp5 block – inhibitors of human ERp5; Q15084; ERp5 insulin aggregation, absorbance 650 nm, 90 min; inhibition, % at 9.99 µM; 350,000 compounds, 0.05% hits; AID 651711;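 active means mean replicate inhibition above about 25%, with every replicate also reaching it, limit read from the data, passing the limit was not always enough; inconclusive means only one of those two criteria met; inactive means neither criterion met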
Target sequence (Q15084 whole entry, looked up): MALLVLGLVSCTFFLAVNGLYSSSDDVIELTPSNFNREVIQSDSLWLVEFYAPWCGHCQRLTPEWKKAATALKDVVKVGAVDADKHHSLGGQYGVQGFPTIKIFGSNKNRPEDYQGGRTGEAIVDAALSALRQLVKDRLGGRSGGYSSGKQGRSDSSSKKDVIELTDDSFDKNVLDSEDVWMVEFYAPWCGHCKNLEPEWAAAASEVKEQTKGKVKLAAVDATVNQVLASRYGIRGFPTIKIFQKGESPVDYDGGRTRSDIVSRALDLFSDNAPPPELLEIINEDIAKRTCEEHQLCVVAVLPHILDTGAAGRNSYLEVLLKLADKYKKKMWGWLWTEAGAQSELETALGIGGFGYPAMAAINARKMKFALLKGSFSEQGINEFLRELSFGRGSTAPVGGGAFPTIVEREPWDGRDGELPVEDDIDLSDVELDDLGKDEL
S100A4 inh HTS – S100A4-myosin IIA interaction inhibition | P26447 | 360,000 compounds, 0.14% hits | S100A4/TAMRA-MyoIIA peptide fluorescence polarization | inhibition, % at 10.7 µM;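 active means mean inhibition of at least 70% across replicates, with every replicate also reaching that level; inconclusive means mean inhibition reaches 70% but some replicates fall short; inactive means mean inhibition below 70%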
Target sequence (P26447 whole entry, looked up): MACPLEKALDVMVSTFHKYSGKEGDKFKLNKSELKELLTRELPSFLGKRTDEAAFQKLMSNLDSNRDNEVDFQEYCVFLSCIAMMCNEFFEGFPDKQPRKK
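Compound dosing: one dose per compound; test system: human S100A4 monomer with TAMRA-labelled myosin IIA peptide; probe or stimulus: TAMRA-labelled myosin IIA heavy-chain peptide probe, 5 nM; medium: HEPES buffer with Ca2+, pH 7.2; schedule: 5 min incubation before reading; benchmarks: neutral control DMSO, positive control TFP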
RAD52 anneal inh – inhibitors of human RAD52 DNA annealing; P43351; recombinant RAD52 DNA annealing, FRET fluorescence; inhibition, % at 18.7 µM; 360,000 compounds, 0.46% hits; AID 651710;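 active means every replicate showing at least 50% inhibition; inconclusive means mean inhibition at least 50% but not in every replicate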
Target sequence (P43351 whole entry, looked up): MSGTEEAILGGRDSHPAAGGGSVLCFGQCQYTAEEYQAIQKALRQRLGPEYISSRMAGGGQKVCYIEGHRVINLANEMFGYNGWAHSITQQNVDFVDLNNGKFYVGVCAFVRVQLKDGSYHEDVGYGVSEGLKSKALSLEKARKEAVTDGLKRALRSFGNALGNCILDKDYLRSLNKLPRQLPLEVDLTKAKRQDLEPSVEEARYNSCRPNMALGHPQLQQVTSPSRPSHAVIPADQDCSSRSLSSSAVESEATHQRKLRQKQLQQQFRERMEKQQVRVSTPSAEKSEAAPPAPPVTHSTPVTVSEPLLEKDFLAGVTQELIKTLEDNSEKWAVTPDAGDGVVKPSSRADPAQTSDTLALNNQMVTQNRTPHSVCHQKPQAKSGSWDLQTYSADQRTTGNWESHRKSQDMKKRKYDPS
E-selectin induc – induces E-selectin expression in human endothelial cells | P16581 | activation, % at 7.58 µM | 260,000 compounds, 0.37% hits | HUVEC E-selectin immunofluorescence imaging; normalized: neutral wells 0, TNF-alpha wells 100 | AID 686992;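 active means mean E-selectin-positive cell signal at least 10% of the positive control, reached in at least 60% of replicates, without over 20% cell loss; inconclusive means no rule given, readout overlaps actives, possibly toxicity-flagged; inactive means the rest, including those meeting only one limit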;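 further: in these data hits start at about 27%; measured in HUVEC primary endothelial cells; signal is the percent of cells scored E-selectin positive by PE staining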
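Read-out basis: % PE-positive cells; Test system: HUVEC primary endothelial cells; Technique: immunofluorescence imaging; Dosing: single-point compound dose.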
RAD54 inh – inhibitors of human RAD54 branch migration; Q92698; RAD54 Holliday junction branch migration, FAM/BHQ fluorescence; inhibition, % at 10.4 µM; 360,000 compounds, 0.14% hits; AID 602329;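 active means mean normalized replicate activity at least 40 and at least half of replicates scoring 40 or more; inconclusive means only one of the two criteria met; inactive means mean below 40 and under half of replicates reaching 40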;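 further: 0% = median of neutral control wells and 100% = median of positive control wells; inhibitors cause a drop in the FAM fluorescence signal; in these data hits start at about 50%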
XiGFP reactiv – reactivates the inactive X chromosome in mouse fibroblasts; XiGFP mouse fibroblasts, % GFP-positive cells imaging, 3 d; cells co-treated with 5-aza-dC sensitizer; scaled so ellipticine positive control = 100%; activation, % at 7.58 µM; 360,000 compounds, 0.055% hits;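 active means mean normalized replicate activation at least 10% and every replicate at or above 10%; inconclusive means only one of the two criteria met; inactive means mean below 10% and not all replicates reach 10%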;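 further: 0% = median of on-plate neutral control wells and 100% = ellipticine 6 µM median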
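Material: SV40-immortalized XiGFP fibroblast cells, line 68-5-11 | Buffer or medium: DMEM containing 5-aza-dC | Dosing: One concentration, pinned | Times: 3 d treatment, 15 min room-temperature fixation | Controls: Ellipticine 6 µM positive control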
ERAP1 HTS inh – ERAP1 (human) enzyme inhibition | Q9NZ08 | recombinant ERAP1, Leu-AMC fluorescence, 60 min | inhibition, % at 10.7 µM | 340,000 compounds, 0.15% hits | AID 652197;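 active means mean replicate inhibition of at least 30%, or all replicates individually reaching that 30% level; inactive means mean below 30% and not every replicate reaching it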;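 further: 0% = neutral control wells and 100% = L-leucinethiol positive control wells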
esBAF inh – blocks esBAF chromatin remodeling in mouse ES cells; 350,000 compounds, 2% hits; AID 602393; reporter increase, % at 12.5 µM; Bmi1-luciferase knock-in reporter, 24 h; 100% = twice the neutral-well signal; in the data active means activation above about 40%; inconclusive means no clear call, values can overlap the other calls;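 further: 0% = median of the plate's neutral control wells and 100% = double that signal; a rise in the Bmi1 reporter signal indicates esBAF inhibition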
* hit, by the source's call; u = inconclusive; x = no result given.

mol	ERp5 block	S100A4 inh HTS	RAD52 anneal inh	E-selectin induc	RAD54 inh	XiGFP reactiv	ERAP1 HTS inh	esBAF inh
O=C(CSc1nc2ccccc2n1-c1ccccc1)Nc1ncc(Cl)cc1Cl	-5.5	-9.0	-14.9	1.8	-1.6	0.0	0.7	x
Cc1noc(C)c1S(=O)(=O)N(C)C[C@@H]1Oc2c(NC(=O)c3nc4ccccc4s3)cccc2C(=O)N([C@H](C)CO)C[C@@H]1C	0.3	-1.9	1.8	x	4.9	-0.7	0.0	0.5
COc1ccc(CNC(=O)CN(C(=O)c2csnn2)c2cccc(F)c2)cc1	1.3	-2.8	-19.1	x	14.5	0.0	-3.8	-4.4
O=C(NCc1ccccc1)c1ncn[nH]1	-5.0	4.5	-6.1	10.0	1.0	0.3	-0.6	2.8
COC(=O)c1cc(-c2c(C)oc3cc(O)ccc3c2=O)c(C)o1	-1.7	8.0	-14.2	x	3.4	x	-1.2	3.9
CC1CC(=O)Nc2ccccc2N1S(=O)(=O)c1cccc(F)c1 (configuration not stated)	0.2	-17.2	-1.0	-0.1	-4.4	-0.1	-2.3	x
O=C(c1ccco1)N1CCN(c2ccc([N+](=O)[O-])cn2)CC1	-22.1	4.6	-2.5	-0.1	8.0	-0.2	-0.2	0.0
COc1ccc(-c2cnc3c(c2)C(=O)N([C@@H](C)CO)C[C@H](C)[C@H](CN(C)C(=O)Cc2ccncc2)O3)cc1	-7.1	5.7	4.9	-0.2	5.2	1.9	3.0	-2.9
Cc1onc(-c2ccccc2Cl)c1C(=O)N1CCN(S(=O)(=O)c2ccc(F)c(F)c2)CC1	-1.5	0.5	-19.9	0.1	-7.7	0.0	-1.4	-1.6
O=C(Nc1ccccc1F)N1C[C@@H]2[C@H](c3ccccc31)[C@H](CO)N2C(=O)Cc1cccnc1	-1.9	x	5.9	0.1	-0.2	0.0	x	28.8
Cc1cc(C)n(CCNC(=O)CC2C(=O)NCCN2CC2CCCCC2)n1 (configuration not stated)	-1.9	-5.4	-14.3	x	x	0.1	0.9	x
CCOC(=O)CSc1nnc(CNC(=O)c2cc(OC)c(OC)c(OC)c2)n1C	5.1	-0.5	6.3	x	x	x	2.9	x
Cc1ccc(C)c(Cn2c3ccccc3c3cnn(CC(=O)NCCN4CCOCC4)c(=O)c32)c1	x	2.4	-14.4	-0.3	5.7	-0.1	-4.2	-2.8
O=C(CCN1CCCCC1)N[C@@H]1CC[C@@H](CCNS(=O)(=O)c2ccc(Cl)cc2)O[C@@H]1CO	-1.3	-4.1	2.8	-0.4	3.3	-0.2	0.0	-0.8
O=C(CSC1=NS(=O)(=O)c2ccccc2N1)Nc1ccccc1F	19.6	-11.9	-12.8	2.0	-6.0	0.1	-1.9	-0.2
COC1CCCCC1Nc1cc(C)cc(C)c1 (configuration not stated)	-9.0	-0.9	5.7	x	12.5	x	-0.9	-0.8
Cc1ccc(Cn2ncc3c(N4CCN(C)CC4)ncnc32)cc1	3.1	0.3	-10.6	-1.3	x	0.0	-1.4	x
C[C@@H]1CN([C@H](C)CO)C(=O)Cc2cc(NC(=O)c3ccncc3)ccc2O[C@@H]1CN(C)S(=O)(=O)c1ccc(Cl)cc1	0.6	-31.3	-9.3	0.0	5.2	-1.2	-0.9	0.0
C[C@H](CO)N1C[C@H](C)[C@H](CN(C)C(=O)Nc2ccccc2)Oc2c(NS(=O)(=O)c3ccc(F)cc3)cccc2C1=O	-8.1	-0.4	4.2	-0.4	0.9	0.5	-0.6	2.9
OC(c1ccc(Cl)cc1)c1nccc2ccccc12 (configuration not stated)	-0.1	12.2	-4.8	0.0	-12.8	0.0	1.0	17.5
C[C@H](CO)N1C[C@H](C)[C@@H](CN(C)C(=O)CC2CC2)Oc2cc(-c3ccccc3)ccc2S1(=O)=O	2.1	2.9	12.6	-0.1	-5.6	0.2	2.1	-1.3
CC(C)c1nnc(NC(=O)CSc2nc3ccccc3[nH]2)s1	1.7	-1.8	-11.8	x	-8.2	0.0	-5.6	4.3
C[C@@H]1CN([C@H](C)CO)C(=O)c2cc(NC(=O)Nc3cccc4ccccc34)ccc2O[C@@H]1CN(C)S(=O)(=O)c1cn(C)cn1	4.4	2.7	-1.3	-2.8	-4.0	0.2	x	2.9
CCCCC[C@H](C)N1C[C@H](COCc2ccccc2)Oc2cc(N3CCC[C@@H]3COC)ccc2S1(=O)=O	-3.6	-1.7	-18.5	-0.3	x	-0.1	x	x
CSc1ccc(C(O)c2ncc(-c3ccc(F)cc3)[nH]2)cc1 (configuration not stated)	-0.7	-4.9	-22.3	0.3	-5.7	0.1	19.1	7.9
CC(=O)NCCC(=O)Nc1cc(S(=O)(=O)N2CCCCC2)ccc1N1CCN(C)CC1	-1.7	4.4	-1.8	-0.1	9.5	0.0	0.5	-2.0
O=C(c1ccc2c(c1)OCO2)N1CC2(C1)[C@H](c1ccccc1)[C@H](CO)N2C(=O)C1CC1	4.0	8.1	-5.6	0.1	x	0.1	0.7	x
CCOc1ccccc1N1CCN(C(=O)c2ccccc2OCc2c(C)noc2C)CC1	-2.6	3.3	0.6	x	10.6	0.2	-2.3	3.2
COc1cccc2cc(-c3nnc(SCC(=O)Nc4ccc(NC(C)=O)cc4)n3C)oc12	-3.4	2.3	-6.6	0.1	9.1	-0.1	-6.4	-3.3
O=C1CCCN1CCC(=O)N1CCCC(N2CCN(c3ccccc3F)CC2)C1 (configuration not stated)	-0.2	-3.4	-11.4	-1.2	-4.1	0.1	-0.8	-11.4

Whole records as entered above. Order of values: ERp5 block, S100A4 inh HTS, RAD52 anneal inh, E-selectin induc, RAD54 inh, XiGFP reactiv, ERAP1 HTS inh, esBAF inh
C[C@H](CO)N1C[C@H](C)[C@H](CN(C)C(=O)Nc2ccccc2)Oc2c(NS(=O)(=O)c3ccc(F)cc3)cccc2C1=O across the screens: -8.1, -0.4, 4.2, -0.4, 0.9, 0.5, -0.6, 2.9
O=C1CCCN1CCC(=O)N1CCCC(N2CCN(c3ccccc3F)CC2)C1 (configuration not stated) across the screens: -0.2, -3.4, -11.4, -1.2, -4.1, 0.1, -0.8, -11.4

The results go on:
mol	ERp5 block	S100A4 inh HTS	RAD52 anneal inh	E-selectin induc	RAD54 inh	XiGFP reactiv	ERAP1 HTS inh	esBAF inh
CN(C(=O)c1ccccc1Br)C1CCS(=O)(=O)C1 (configuration not stated)	-2.7	-5.2	-1.0	-0.3	x	0.0	0.7	-3.6
COc1ccc2nc(Nc3nc4ccc(NC(C)=O)cc4s3)sc2c1	10.4	1.5	-11.7	0.7	x	-0.1	-0.1	x
Cc1cc(C)c2c(c1)c1nnc(SCCN3CCOCC3)nc1n2C	4.3	-4.8	1.4	0.2	10.0	0.3	-5.6	-4.2
CCCCc1nc(Cl)c(C#N)c2c1CCCC2	-2.7	-1.4	-12.5	0.4	x	0.0	-0.3	x
CC(NC(=O)COC(=O)c1c[nH]c2ccccc12)c1ccccc1 (configuration not stated)	-8.0	-1.5	-4.0	0.0	x	0.0	2.4	-3.0
NC(=O)c1cc(NC(=O)CCCc2nc3ccccc3s2)cc(C(N)=O)c1	-3.2	-15.6	-11.3	3.5	-7.6	-0.1	-0.9	0.2
C=CCNC(=S)NNC(=O)CCC(O)COCCC(C)C (configuration not stated)	-6.6	-6.0	0.0	x	x	-0.1	0.8	x
CCCCN1CCC(=O)C(C(=O)OCC)=C1C(=O)OCC	10.2	6.9	2.5	-1.9	-14.1	0.1	x	1.0
COc1ccccc1Cn1c(=S)[nH]c2cc(C(=O)NCC(OC)OC)ccc2c1=O	-0.4	-0.8	0.1	0.0	-10.1	0.3	0.4	2.0
COc1ccc(S(=O)(=O)N(C)C[C@H]2Oc3ccc(NS(C)(=O)=O)cc3C(=O)N([C@@H](C)CO)C[C@H]2C)cc1	3.1	1.2	-6.3	-4.5	3.6	-1.5	1.8	2.1
CCOc1cc(C(=O)Nc2cccc3ncccc23)cc(OCC)c1OCC	-1.3	-3.0	-4.5	x	10.9	x	-1.8	1.9
CCC(=O)N(Cc1cc(=O)[nH]c2ccccc12)c1ccc(C)cc1C	-1.4	0.3	-1.5	x	-6.5	0.3	-1.3	-5.1
CC(C)NC(=O)N1CCCCN2[C@@H](CO)[C@H](c3ccc(C#Cc4ccccc4)cc3)[C@@H]2C1	18.4	30.5	-1.8	-0.6	0.3	0.4	0.3	x
COc1cc(NC(=O)CN(C)S(=O)(=O)c2ccc3c(c2)CC(C)N3C(C)=O)cc(OC)c1 (configuration not stated)	-1.4	-0.7	-15.6	x	-19.4	0.0	-2.7	-15.1
Cc1ccc(C(=O)CC2SC(N)=NC2=O)cc1 (configuration not stated)	-2.0	-1.7	-11.5	x	-1.1	x	-1.1	-5.8
Cc1ccc(C2(C)NC(=O)N(CC(=O)N3CCN(C(=O)c4cccs4)CC3)C2=O)cc1 (configuration not stated)	0.2	-4.6	-5.5	0.1	-8.5	-0.1	-0.1	1.1
C[C@@H]1CN([C@H](C)CO)C(=O)Cc2cc(NS(=O)(=O)c3ccc(F)cc3)ccc2O[C@H]1CN(C)Cc1ccccc1	6.3	-0.5	4.6	u	8.0	-0.1	-0.6	-0.5
COc1cccc(NC(=O)CN(C)C(=O)c2ccc(N3CCCCC3)c([N+](=O)[O-])c2)c1	0.3	1.4	-8.9	-1.0	8.6	-0.1	0.4	0.2
C[C@H](CO)N1C[C@H](C)[C@H](CN(C)C(=O)Nc2cccc3ccccc23)OCCCC[C@H](C)Oc2ccc(NC(=O)CCCN(C)C)cc2C1=O	4.1	-16.8	37.0	-0.2	12.2	0.0	-0.1	3.6
O=C(CCCCCNC(=O)N1CCn2c1nc1ccccc12)N[C@@H](Cc1ccccc1)C(=O)O	-8.8	3.5	1.3	x	-9.1	x	1.1	-3.9
O=C1NC[C@H](c2ccccc2)OC(=O)[C@H](Cc2ccc(F)cc2)CC/C=C/C[C@H]1CC(=O)N(CCO)Cc1ccccc1	1.5	-5.1	0.8	0.0	1.7	-0.2	-2.5	-2.0
CS(=O)(=O)N(CC(=O)N1CCOCC1)c1ccc(Cl)cc1	-8.7	-19.1	-7.0	0.0	4.7	0.2	-3.9	-2.3
Cc1noc(C)c1NC(=O)N(C)C[C@H]1Oc2ccc(NC(=O)c3ccncc3)cc2C(=O)N([C@H](C)CO)C[C@H]1C	-3.1	-1.8	-0.1	347.6*	0.8	-0.1	0.3	-1.1
CCCN(CCC)CC(O)COc1ccc2c(c1)OCO2 (configuration not stated)	14.1	4.4	-9.7	16.0	x	0.0	-1.1	x
CC(C)C#Cc1ccc([C@H]2[C@@H](CO)N3C(=O)CN(C(=O)c4ccc5c(c4)OCO5)C[C@@H]23)cc1	-3.0	-13.6	5.2	0.3	x	0.0	-3.2	x
CCC(c1nnnn1C1CCCCC1)N1CCN(C(=O)c2ccco2)CC1 (configuration not stated)	1.6	-0.6	-48.5	-0.1	-1.7	0.1	0.1	-1.8
CC(=O)OC1CCC2(C)C3=CCC4(C)C(C(C)=O)=CCC4C3CCC2C1 (configuration not stated)	12.6	-7.1	-12.2	-0.1	1.0	-0.1	0.0	0.5

From PubChem BioAssay

No enrichment for hits; any-hit rate near 2.5%.
